IDH1 mut inh – inhibitors of IDH1 R132H reductase, primary screen, biochemical, plate reader, single point. Isocitrate dehydrogenase [NADP] cytoplasmic (Homo sapiens), O75874. diaphorase/resazurin fluorescence, 60 min. inhibition, % at 10 µM. 70,000 compounds, 0.18% hits; in the data active means inhibition above about 34%;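 further: 0% = DMSO and 100% = no enzyme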
Target sequence (O75874 whole entry R132H): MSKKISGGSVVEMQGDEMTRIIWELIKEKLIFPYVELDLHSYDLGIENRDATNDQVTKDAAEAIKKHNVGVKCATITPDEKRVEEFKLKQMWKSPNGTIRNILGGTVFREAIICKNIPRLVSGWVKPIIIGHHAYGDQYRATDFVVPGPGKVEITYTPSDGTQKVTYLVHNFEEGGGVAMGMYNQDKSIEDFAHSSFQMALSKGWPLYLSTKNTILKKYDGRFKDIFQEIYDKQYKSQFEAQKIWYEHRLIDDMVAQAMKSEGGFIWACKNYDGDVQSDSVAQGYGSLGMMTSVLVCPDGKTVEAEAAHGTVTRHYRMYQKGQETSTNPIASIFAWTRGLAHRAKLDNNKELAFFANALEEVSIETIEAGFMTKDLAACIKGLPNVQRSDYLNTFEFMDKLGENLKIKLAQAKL
PRC2 inh – EZH2/PRC2 methyltransferase inhibitors, primary screen, biochemical, DELFIA time-resolved fluorescence, single point | 57,000 compounds, 0.35% hits | PRC2 H3K27 methylation, DELFIA TRF, 1 h | inhibition, % at 12.5 µM;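 active means mean inhibition of replicates at least 50% and every single replicate also reaching 50%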;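 further: dimethyl H3K27 on biotinylated H3 21-44 peptide detected by antibody; plate controls were median neutral control wells for no effect and median positive control wells for full effect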
An asterisk follows results filed as active; / = no result given. This is a subset; the hit share may differ from the screen's.

SMILES | IDH1 mut inh | PRC2 inh
Cc1noc(C)c1S(=O)(=O)Nc1ccc2c(c1)C(=O)N([C@@H](C)CO)C[C@@H](C)[C@H](CN(C)Cc1ccc(C(=O)O)cc1)O2 | 1.2 | /
CCCCC/C=C\C/C=C\C/C=C\C/C=C\CCCC(=O)O | 0.2 | -13
COc1cc(NC(=O)COc2cccc(C)c2C)ccc1NC(=O)c1ccccc1Cl | 0.7 | 21
O=C(CN(C1CCCCC1)S(=O)(=O)c1ccc(Cl)cc1)Nc1ccc(F)cc1F | 0.1 | 20
COc1ccc(CN(C)C[C@H]2Oc3ccc(NC(=O)NC4CCCCC4)cc3C(=O)N([C@H](C)CO)C[C@@H]2C)cc1 | 0.7 | /
COC(=O)C[C@@H]1C[C@@H]2c3cc(NC(=O)C4CCC4)ccc3O[C@@H]2[C@@H](CO)O1 | 0.9 | 1
Cc1noc(C)c1NC(=O)N[C@@H]1CC[C@H](CC(=O)N2CCCCC2)O[C@H]1CO | 0.4 | 6
COc1cccc(S(=O)(=O)N[C@H]2CC[C@@H](CCN)O[C@@H]2CO)c1 | 0.2 | -4
C[C@@H]1CN([C@H](C)CO)C(=O)Cc2cc(NC(=O)Cc3cn(C)c4ccccc34)ccc2O[C@@H]1CN(C)S(C)(=O)=O | -21 | -4
Cc1noc(C)c1S(=O)(=O)N(C)C[C@@H]1OCCCC[C@@H](C)Oc2ccc(NC(=O)Cc3ccccc3)cc2C(=O)N([C@@H](C)CO)C[C@@H]1C | 0.5 | /
COc1cccc(-c2cnc3c(c2)C(=O)N([C@H](C)CO)C[C@H](C)[C@H](CN(C)Cc2ccc4c(c2)OCO4)O3)c1 | -0.5 | -5
C[C@H](CO)N1C[C@H](C)[C@@H](CN(C)S(=O)(=O)c2ccc(F)cc2)Oc2c(NC(=O)C3CC3)cccc2C1=O | -1.3 | -16
CCc1c(C#N)c(SCC(=O)c2c(C)[nH]c3ccccc23)nc2c1C(=O)CC(C)(C)C2 | 0.8 | 15
CCCN1C[C@@H](C)[C@@H](OC)CN(C)C(=O)c2cc(NC(=O)Nc3cccc(F)c3)ccc2OC[C@H]1C | / | -21
CN(C)CC(=O)Nc1ccc2c(c1)[C@H]1C[C@@H](CC(=O)NCc3ccncc3)O[C@H](CO)[C@H]1O2 | 0.4 | -10
CN(C)c1ccc2c(c1)[C@H]1C[C@H](CC(=O)NCCN3CCCCC3)O[C@@H](CO)[C@H]1O2 | -3.1 | 7
CC(C)CC#Cc1cnc2c(c1)C(=O)N([C@@H](C)CO)C[C@@H](C)[C@@H](CN(C)Cc1cncnc1)O2 | 0.6 | -9
COCCOC(=O)N1C(=O)[C@@]2(c3cc(C#CCNC(N)=O)ccc31)[C@H](c1ccc(OCCO)cc1)N1[C@H](c3ccccc3)[C@H](c3ccccc3)OC(=O)[C@H]1[C@@H]2C(=O)NC[C@H](O)c1ccccc1 | / | -24
CCCC#Cc1ccc2c(c1)O[C@H](CN(C)C(=O)c1ccccn1)[C@@H](C)CN([C@@H](C)CO)S2(=O)=O | 0.0 | -5
C/C=C/c1cnc2c(c1)C(=O)N([C@@H](C)CO)C[C@@H](C)[C@H](CN(C)C(=O)CN1CCOCC1)O2 | -4.4 | -3
CNC[C@H]1OCCCC[C@@H](C)Oc2ccc(NS(=O)(=O)c3cccs3)cc2C(=O)N([C@H](C)CO)C[C@H]1C | 2.7 | /
O=C(N[C@@H]1C=C[C@H](CC(=O)N2CCCCC2)O[C@H]1CO)c1ccccn1 | 0.0 | 4
CC(C)(C)c1ccc(OCC(=O)NCCN2CCOCC2)cc1 | -0.4 | -8
COC(=O)c1ccccc1NC(=S)NC(=O)COc1ccc(C)cc1 | -0.3 | 24
C[C@@H]1CCCCO[C@H](CN(C)S(=O)(=O)c2ccc(F)cc2)[C@@H](C)CN([C@H](C)CO)C(=O)c2cc(NC(=O)Nc3ccc(C(F)(F)F)cc3)ccc2O1 | 1.3 | /
CC(C)NC(=O)Nc1ccc2c(c1)C(=O)N([C@@H](C)CO)C[C@H](C)[C@@H](CN(C)S(=O)(=O)c1ccccc1)OCCCC[C@H](C)O2 | -0.9 | /
COc1cccc(S(=O)(=O)Nc2ccc3c(c2)[C@H]2C[C@H](CC(=O)NC4CCCCC4)O[C@@H](CO)[C@H]2O3)c1 | -0.3 | -5
Cc1ccc(S(=O)(=O)N[C@@H]2CC[C@H](CC(=O)O)O[C@H]2CO)cc1 | -0.1 | -9
C[C@@H]1CN([C@H](C)CO)C(=O)c2cc(N(C)C)ccc2O[C@@H]1CN(C)C(=O)Nc1ccc(F)cc1 | 0.6 | 1
CO[C@@H]1CN(C)C(=O)c2cc(NS(=O)(=O)CC(F)(F)F)ccc2OC[C@H](C)NC[C@@H]1C | 0.1 | 6
CN(CC(=O)Nc1ccc(Oc2ccccc2)cc1)S(=O)(=O)c1ccc(F)cc1 | 0.2 | 21
CCCCC/C=C\C/C=C\C(O)CCCCCCC(=O)O (stereo not given) | -0.1 | -4
COc1ccc(S(=O)(=O)Nc2cccc3c2O[C@@H](CN(C)Cc2ccc(-c4ccccc4)cc2)[C@@H](C)CN([C@H](C)CO)C3=O)cc1 | -0.6 | /
COc1ccc(S(=O)(=O)N[C@H]2C=C[C@@H](CC(=O)NCCc3ccccc3)O[C@H]2CO)cc1 | -0.4 | -6
CN(C)c1ccc(NC(=O)CSc2nnc(-c3cnccn3)n2C)cc1 | 0.2 | -5
C[C@H](CO)N1C[C@H](C)[C@H](CN(C)C(=O)Nc2ccccc2)Oc2c(NS(C)(=O)=O)cccc2C1=O | 1.5 | 7
C[C@H](CO)N1C[C@H](C)[C@H](CN(C)CC2CCCC2)Oc2ncc(-c3ccc(F)cc3)cc2C1=O | -0.7 | -22
C[C@@H]1CN([C@H](C)CO)C(=O)c2cc(NC(=O)c3ccncc3)ccc2O[C@H]1CN(C)S(=O)(=O)c1ccc(F)cc1 | / | -6
C[C@H](O)C#Cc1ccc2c(c1)O[C@@H](CN(C)C(=O)c1ccccc1)[C@@H](C)CN([C@@H](C)CO)S2(=O)=O | 0.6 | -7
CC(CCC1(C)C(C)CCC2(CO)C(CO)=CCCC21)CC(=O)O (stereo not given) | -0.5 | /
N#CC(C#N)=C(N)/C(C#N)=C/c1ccc2[nH]ccc2c1 | 0.5 | -10
COCC(=O)Nc1ccc2c(c1)OC[C@H](C)N(Cc1cncnc1)C[C@H](C)[C@H](OC)CN(C)C2=O | 0.1 | 1
CC(C)NC(=O)NCC[C@H]1CC[C@@H](NC(=O)Nc2ccccc2)[C@@H](CO)O1 | 0.8 | 10
C[C@H]1CN([C@@H](C)CO)C(=O)c2cc(C3=CCCCC3)cnc2O[C@@H]1CN(C)C(=O)c1ccccc1 | -0.3 | -4
CC(C)(C)OC(=O)CC[C@]12N=C(c3ccc(OCCCO)cc3)O[C@H]1c1ccccc1CN(C(=O)c1ccccc1)C2=O | 0.0 | -3
COc1ccc(NC(=O)Nc2ccc3c(c2)C(=O)N([C@@H](C)CO)C[C@@H](C)[C@@H](CN(C)S(=O)(=O)c2ccc(C)cc2)OCCCC[C@@H](C)O3)cc1 | -2.2 | /
C[C@@H]1CCCCO[C@H](CN(C)CC2CC2)[C@@H](C)CN([C@H](C)CO)C(=O)c2cc(NC(=O)CCC(F)(F)F)ccc2O1 | 5.4 | /
COc1ccc(NC(=O)CN2CCOCC2)c([N+](=O)[O-])c1 | 0.5 | -5
COc1cc2oc(=O)ccc2cc1CC(O)C(C)(C)O (stereo not given) | -1.0 | /
COc1ccccc1NC(=O)N[C@H]1CC[C@@H](CCNS(=O)(=O)c2ccc(Cl)cc2)O[C@@H]1CO | -0.2 | 42
Cc1ccnc(NC(c2ccc([N+](=O)[O-])cc2)c2ccc3ccc(C)nc3c2O)c1 (stereo not given) | 0.6 | -7
CC(C)NC(=O)N(C)C[C@H]1OCCCC[C@H](C)Oc2ccc(N(C)C)cc2C(=O)N([C@@H](C)CO)C[C@H]1C | -3.8 | 7
CNC[C@H]1OCCCC[C@H](C)Oc2ccc(NC(=O)Nc3c(C)noc3C)cc2C(=O)N([C@H](C)CO)C[C@@H]1C | / | 5
O=C(N[C@@H]1CC[C@@H](CCn2cc(C3CCCCC3)nn2)O[C@@H]1CO)c1cccnc1 | 0.3 | 2
CCOC(=O)c1cnc2c(C(=O)OC)cccc2c1NCc1ccco1 | -0.5 | 0
C[C@@H]1CN([C@@H](C)CO)C(=O)c2cccc(NC(=O)C3CCCCC3)c2O[C@@H]1CN(C)CC1CC1 | 1.4 | /
O=C(NCC[C@H]1CC[C@H](NC(=O)c2cnccn2)[C@H](CO)O1)Nc1ccc(F)cc1 | -0.2 | 1
COCC(=O)Nc1ccc2c(c1)[C@@H]1C[C@H](CC(=O)NCc3cccc(F)c3)O[C@H](CO)[C@@H]1O2 | -0.1 | 13
Cc1noc(C)c1S(=O)(=O)Nc1ccc2c(c1)CC(=O)N([C@@H](C)CO)C[C@H](C)[C@H](CN(C)CC1CCCCC1)O2 | -4.1 | -3
CO[C@@H]1CN(C)C(=O)c2ccc(NC(=O)Nc3ccc(Cl)cc3)cc2OC[C@H](C)N(C(=O)Nc2c(C)noc2C)C[C@H]1C | 0.1 | -5

10 entries out of the list, ordered by formula weight, highest first.
SMILES | IDH1 mut inh | PRC2 inh
C[C@@H]1CN([C@H](C)CO)C(=O)Cc2cc(NC(=O)Cc3cn(C)c4ccccc34)ccc2O[C@@H]1CN(C)S(C)(=O)=O | -21 | -4
C[C@H](CO)N1C[C@H](C)[C@@H](CN(C)S(=O)(=O)c2ccc(F)cc2)Oc2c(NC(=O)C3CC3)cccc2C1=O | -1.3 | -16
COc1cccc(S(=O)(=O)Nc2ccc3c(c2)[C@H]2C[C@H](CC(=O)NC4CCCCC4)O[C@@H](CO)[C@H]2O3)c1 | -0.3 | -5
CCCN1C[C@@H](C)[C@@H](OC)CN(C)C(=O)c2cc(NC(=O)Nc3cccc(F)c3)ccc2OC[C@H]1C | / | -21
COc1ccccc1NC(=O)N[C@H]1CC[C@@H](CCNS(=O)(=O)c2ccc(Cl)cc2)O[C@@H]1CO | -0.2 | 42
C[C@H]1CN([C@@H](C)CO)C(=O)c2cc(C3=CCCCC3)cnc2O[C@@H]1CN(C)C(=O)c1ccccc1 | -0.3 | -4
C[C@@H]1CN([C@@H](C)CO)C(=O)c2cccc(NC(=O)C3CCCCC3)c2O[C@@H]1CN(C)CC1CC1 | 1.4 | /
COc1cc(NC(=O)COc2cccc(C)c2C)ccc1NC(=O)c1ccccc1Cl | 0.7 | 21
O=C(NCC[C@H]1CC[C@H](NC(=O)c2cnccn2)[C@H](CO)O1)Nc1ccc(F)cc1 | -0.2 | 1
COc1cc2oc(=O)ccc2cc1CC(O)C(C)(C)O (stereo not given) | -1.0 | /

(list continues)
SMILES | IDH1 mut inh | PRC2 inh
C[C@H]1CN([C@@H](C)CO)C(=O)c2cc(C#Cc3ccccc3)cnc2O[C@@H]1CN(C)C(=O)CN(C)C | -0.1 | -43
C[C@@H]1CN([C@H](C)CO)C(=O)Cc2cc(NC(=O)CCCN(C)C)ccc2O[C@@H]1CN(C)CC1CCCCC1 | -1.7 | -4
C[C@H](CO)N1C[C@H](C)[C@@H](CN(C)Cc2ccc(Oc3ccccc3)cc2)Oc2ccc(NS(=O)(=O)c3ccc(F)cc3)cc2C1=O | 1.2 | /
Cc1c(Cl)cccc1N(CC(=O)Nc1ccc(I)cc1)S(C)(=O)=O | 0.3 | -7
C[C@H](CO)N1C[C@H](C)[C@H](CN(C)CC2CCCCC2)OCc2cnnn2CCCC1=O | -0.1 | -9
CCC(=O)N(C)C[C@H]1Oc2cc(-c3cncnc3)ccc2S(=O)(=O)N([C@@H](C)CO)C[C@@H]1C | -0.5 | /
C[C@@H]1CCCCO[C@@H](CN(C)Cc2ccc(C(=O)Nc3ccccc3N)cc2)[C@@H](C)CN([C@H](C)CO)C(=O)c2cc(NC(=O)Nc3ccc(F)cc3)ccc2O1 | / | -12
C[C@@H]1CN([C@H](C)CO)S(=O)(=O)c2ccc(/C=C/c3ccccc3)cc2O[C@H]1CN(C)C(=O)Nc1ccc(F)cc1 | 0.6 | -44
COc1cccc(-c2cnc3c(c2)C(=O)N([C@H](C)CO)C[C@@H](C)[C@@H](CN(C)Cc2ccc(C(=O)O)cc2)O3)c1 | 0.4 | -7
COc1ccccc1CN(C)C[C@@H]1OCc2cnnn2CCCC(=O)N([C@@H](C)CO)C[C@@H]1C | 0.1 | -9
C[C@H]1CN([C@@H](C)CO)C(=O)c2cccc(NC(=O)CCCCCC(=O)Nc3ccccc3N)c2O[C@H]1CN(C)C(=O)Nc1ccc2c(c1)OCO2 | -0.1 | 4
C[C@@H]1CN([C@@H](C)CO)C(=O)c2cc(/C=C/c3ccccc3)cnc2O[C@H]1CN(C)Cc1ccccc1F | -0.2 | /
C[C@@H]1CCCCO[C@@H](CN(C)C(=O)C2CCCCC2)[C@@H](C)CN([C@@H](C)CO)C(=O)c2cc(NS(C)(=O)=O)ccc2O1 | 0.4 | -4
Cc1ccc(Cl)cc1NC(=O)CCCN1C(=O)c2ccccc2C1=O | 0.0 | 19
Cc1cccc(S(=O)(=O)N(C)C[C@H]2OCc3cn(nn3)CCCC(=O)N([C@@H](C)CO)C[C@@H]2C)c1 | / | -16
CCC(=O)Nc1ccc2c(c1)C(=O)N(C)C[C@H](OC)[C@H](C)CN(C(=O)c1cnccn1)[C@H](C)CO2 | 0.3 | 7
COc1ccccc1NC(=O)CN(c1ccc(F)cc1)S(C)(=O)=O | 0.2 | -14
Cc1cc(C)c(C2C(C#N)=C(N)Oc3n[nH]c(C)c32)cc1CN1CCOCC1 (stereo not given) | 0.4 | -7

Assay outcomes from PubChem.
